Compound activity as filed in PubChem.
D1 antagonist = blocks dopamine activation of the human D1 receptor. P21728. HEK293 TREx D1 cells, calcium flux, dopamine EC80; hits give low values. activity change, negative = inhibition, % at 10 µM. 360,000 compounds, 3.2% hits. AID 504652; in the data active means activity change below about -30%; further: on the % scale 0 is the no-effect control and ±100 the full control effect
Target sequence (P21728 whole entry, looked up): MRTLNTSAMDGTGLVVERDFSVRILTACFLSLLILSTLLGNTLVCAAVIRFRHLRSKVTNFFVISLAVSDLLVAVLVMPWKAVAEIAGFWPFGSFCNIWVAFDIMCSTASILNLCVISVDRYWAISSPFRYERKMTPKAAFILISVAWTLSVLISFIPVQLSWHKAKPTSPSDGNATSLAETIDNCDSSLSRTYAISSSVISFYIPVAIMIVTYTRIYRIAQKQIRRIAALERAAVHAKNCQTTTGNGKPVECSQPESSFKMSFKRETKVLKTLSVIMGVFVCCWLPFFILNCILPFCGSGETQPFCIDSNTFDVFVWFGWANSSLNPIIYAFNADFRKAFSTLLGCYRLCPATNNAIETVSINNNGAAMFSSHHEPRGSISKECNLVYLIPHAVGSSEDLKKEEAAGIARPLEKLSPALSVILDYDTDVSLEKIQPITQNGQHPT
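Using tetracycline-induced force-coupled D1 Hek293 cells and a calcium dye, signals were followed for 180 s after compound, then for 180 s after EC80 dopamine, to detect inhibitors.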
RXFP1 antag = blocks the human relaxin receptor RXFP1; Q9HBX9; HEK293-RXFP1, relaxin-stimulated cAMP HTRF, 30 min; hits give low values; 350,000 compounds, 0.59% hits; activity change, negative = inhibition, % at 57.5 µM;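 active means activity change of -60% or lower, but not beyond a set lower limit; inconclusive means change between -60% and -40%, or beyond the set limit; inactive means change above -40%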; further: on the % scale 0 is the no-effect control and ±100 the full control effect
D1 agonist = activates the human D1 dopamine receptor | P21728 | HEK293 T-REx D1 cells, calcium flux, agonist mode | activation, % at 2 µM | 360,000 compounds, 1% hits | AID 504660; in the data active means activation above about 30%; further: 0% is about no effect
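Agonism was scored from calcium flux recorded over 180 s (1 read/s) after pintool compound addition, following a 10-cycle baseline. Cells were inducible force-coupled HEK293 TREx D1, plated overnight at 30 C and loaded with no-wash calcium dye.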
D2 potentiator = positively modulates the human D2 dopamine receptor allosterically; 340,000 compounds, 0.34% hits; HEK293 T-REx D2, calcium flux, EC20 dopamine potentiation; P14416; potentiation, % at 10 µM; AID 485347;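 active means potentiation over 3 SD above the plate norm, cut at about 30% in these data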; further: 0% is about no effect
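Tetracycline-induced HEK293 T-REx cells force-coupled to calcium signalling expressed D2; compounds were pin-added after a 10 s baseline, read kinetically 180 s, then an EC20 dopamine challenge followed with a further 180 s calcium read.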
D1 potentiator = human D1 dopamine receptor positive modulation; P21728; HEK293 TREx D1 cells, calcium flux, dopamine EC20 potentiation; potentiation, % at 10 µM; 360,000 compounds, 0.036% hits; in the data active means potentiation above about 30%; further: 0% is about no effect
RXFP1 agonist = RXFP1 (human) receptor agonism; Q9HBX9; HEK293T-RXFP1 cAMP TR-FRET, 30 min; response scale: percent of porcine relaxin response, buffer zero; Potency, µM (doses to about 57.5 µM), without a hit: at the highest dose activation, actives largely listed as activators; 370,000 compounds, 0.3% hits; AID 2676; active means well fitted activation curve with a large enough effect; inconclusive means small, poorly fitted or top-dose-only effect; further: potency means the concentration at half of the fitted maximal effect; on the % scale 0 is the no-effect control and ±100 the full control effect; nearly all actives have a fitted effect of over 60% in size; many of its hits are not listed in these tables
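Agonist response is measured as cAMP accumulation in an RXFP1-transfected HEK293T line under PDE4 inhibition. Values are scaled between buffer-only and 29 nM porcine relaxin, and EC50s come from standard Hill equation fits.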
D2 agonist = agonists of human D2 dopamine receptor | 340,000 compounds, 0.53% hits | activation, % at 2 µM | AID 485358 | HEK293 T-REx D2 cells, calcium flux agonist mode | P14416;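 active means activation over 3 SD above normal in the single-dose calcium agonist read, cut at about 30% in these data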; further: 0% is about no effect
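Tetracycline-induced HEK293 T-REx cells with force-coupled D2 receptor, plated overnight at 30 C, loaded with no-wash calcium dye. After a 10 s baseline, compound was pin-added and calcium flux read kinetically for 180 s; calcium rises flagged agonists.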
D2 antagonist = antagonizes the human D2 dopamine receptor. P14416. HEK293 TREx D2 cells, calcium flux, dopamine EC80. inhibition, % at 10 µM. 340,000 compounds, 2% hits; in the data active means inhibition above about 30%; further: 0% is about no effect
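Tetracycline-induced HEK293 TREx cells expressing D2 receptor forced-coupled to calcium signalling, loaded with no-wash calcium dye. Compounds added and calcium flux read 180 s, then dopamine added at EC80 and read a further 180 s.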
TRHR enhancer = allosterically enhances the human TRH receptor. AID 493056. 360,000 compounds, 0.66% hits. TRHR cells, fluo-8 calcium fluorescence, EC20 TRH enhancement. P34981. enhancement, % at 2 µM; in the data active means enhancement above about 30%; further: 0% is about no effect
Target sequence (P34981 whole entry, looked up): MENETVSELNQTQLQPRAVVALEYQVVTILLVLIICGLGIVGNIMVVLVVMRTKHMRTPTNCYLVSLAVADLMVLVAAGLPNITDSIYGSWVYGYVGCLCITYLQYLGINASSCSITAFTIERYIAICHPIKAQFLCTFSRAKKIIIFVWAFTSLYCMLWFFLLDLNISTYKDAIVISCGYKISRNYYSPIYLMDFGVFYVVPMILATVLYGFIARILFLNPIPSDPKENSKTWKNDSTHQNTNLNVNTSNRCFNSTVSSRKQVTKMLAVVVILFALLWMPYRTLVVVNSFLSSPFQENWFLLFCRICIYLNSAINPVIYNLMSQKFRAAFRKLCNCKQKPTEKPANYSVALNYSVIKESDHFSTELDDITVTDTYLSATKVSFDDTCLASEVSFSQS
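TRHR-expressing cells loaded with fluo-8 calcium dye were read kinetically (ex 480/em 530) during compound addition, then stimulated with an EC20 of TRH (10 nM final). Enhancement of the Gq-mediated intracellular calcium response was scored.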
* hit, by the source's call; u = inconclusive; x = not tested or not shown. The list is partial; the hit share may differ from the screen's.

SMILES	D1 antagonist	RXFP1 antag	D1 agonist	D2 potentiator	D1 potentiator	RXFP1 agonist	D2 agonist	D2 antagonist	TRHR enhancer
Cc1cc2c(s1)c1cnn(Cc3cc(F)c(F)cc3F)c(=O)c1n2C	-23	x	2	x	-7	x	x	x	-3
CCOc1ccc(NCc2nnc(SCc3ccc(Cl)cc3)n2-c2ccccc2)cc1	4	-6	1	0	-6	1.9%	1.4	8	-4
CC1(C)C(=O)Nc2ccccc2N1C(=O)CN1C(=O)c2ccccc2C1=O	-6	-29	1	-1	-6	0.7%	x	x	7
Cc1nnc(SCC(=O)N2CCC(Cc3ccccc3)CC2)n(N)c1=O	5	-9	1	-7	6	0.9%	-0.6	13	2
COc1ccc(-c2cn(CCC(=O)O)c(C)n2)cc1	-29	x	0	9	-2	-0.4%	0.2	5	-4
CC(Sc1nnc(-c2ccccc2F)n1C1CC1)C(=O)NC(N)=O (configuration not stated)	-3	1	1	-3	-6	-0.7%	0.4	45*	-9
CC(C)(C)c1ccc(NC(=O)Nc2ccc(F)cc2)cc1	-17	-37	14	-4	-7	0.1%	5.5	5	-3
Cc1cccc(CC(Cc2nc3ccccc3[nH]2)c2nc3ccccc3[nH]2)c1 (configuration not stated)	-9	-15	5	-6	-4	-2.0%	0.2	20	1
CN(C)c1nnnn1-c1ccccc1Oc1ncc(C(F)(F)F)cc1Cl	12	6	1	6	-5	0.2%	1.4	-17	-3
COc1ccc2c(CC(=O)N3CCc4cc(OC)c(OC)cc4C3)coc2c1	1	-3	2	18	-6	5.4%	-0.5	-31	0
Cc1ccc(S(=O)(=O)N2CCN(S(C)(=O)=O)C2C)cc1 (configuration not stated)	5	-8	-1	7	-4	-0.2%	0.2	22	0
CCOC(=O)c1ccccc1NC(=O)C(C)Oc1ccccc1 (configuration not stated)	14	-10	-1	-6	-3	1.5%	-0.5	1	6
CC(C)[C@H](NC(=O)c1ccccc1)C(=O)OCC(=O)NCc1ccc(F)cc1	x	0	-2	-7	-2	-0.9%	-0.4	9	2
COc1ccc(/C=C/C(O)=C2/C(=O)N(C)C3(C)CC2c2ccccc2O3)cc1 (configuration not stated)	6	0	2	-4	-5	-0.9%	0.5	-5	-12
O=C(C[n+]1ccccc1)N/N=C/c1ccco1	6	-15	4	7	-1	-1.9%	2.2	12	3
Cc1cc(NC(=O)Cn2nnc3sc4c(c3c2=O)CCCC4)no1	-3	-18	0	-6	2	3.7%	-0.6	6	1
Cc1cccc(NC(=O)Cn2c(=O)n(Cc3ccccc3)c(=O)c3oc4ccccc4c32)c1C	-11	2	0	3	-1	8.4%	0.7	x	29
COc1ccc(-c2nn(-c3ccccc3)cc2/C=N/NC(=O)c2ccc(Br)o2)cc1	-1	2	3	-3	-5	3.6%	-0.3	30	-7
CCOC(=O)c1cc2c(=O)c3cc(C)ccc3oc2nc1C	5	-4	3	12	3	u	0.9	-7	2
CCc1nnc(NC(=O)C2(C)COC(c3ccc(OC)cc3)OC2)s1 (configuration not stated)	-3	-16	2	12	-9	5.1%	-1.3	-2	1
CCC(C)(C)NC(=O)Cc1ccc(C)cc1	-5	-11	1	9	-3	0.1%	0.0	8	-8
O=C(Nc1ccccc1Br)C(Cc1ccccc1)NS(=O)(=O)c1cccc2nsnc12 (configuration not stated)	10	-22	2	10	3	2.0%	0.5	x	-4
CN1c2ccccc2-c2nc3ccccc3n2C1c1ccccn1 (configuration not stated)	-20	-3	2	4	4	0.0%	-0.6	-45	-2
COc1ccc2nc(NC(=O)CCn3cccc3)sc2c1	-10	x	1	1	1	-0.3%	-0.3	-7	11
O=C(/C=C/c1ccc2c(c1)OCO2)NCc1ccco1	-4	-5	2	4	5	0.0%	-1.5	-12	17
SMILES	D1 antagonist	RXFP1 antag	D1 agonist	D2 potentiator	D1 potentiator	RXFP1 agonist	D2 agonist	D2 antagonist	TRHR enhancer
COc1cc(CNn2cnnc2)ccc1OCC(=O)NC1CCCCC1	-1	-8	1	-2	-2	-0.6%	1.2	2	-7
COc1ccc(CCc2nc(-c3ccc(-n4cccc4)cc3)no2)cc1	-24	-8	7	-13	-3	1.0%	-0.5	-11	9
CCc1ccccc1NC(=O)Nc1cc(C(=O)NCc2ccc(OC)cc2)ccc1N1CCCC1	-9	5	3	6	0	u	x	x	3
COc1ccccc1NC(=O)CN1CCN(c2ccccc2F)CC1	6	2	2	0	7	0.7%	-0.7	0	-8
Cc1ccc(S(=O)(=O)n2ccc3c(OCCOCCNCc4ccc(F)cc4)cccc32)cc1	3	u	22	-14	5	0.0%	0.4	-34	4
CN(C)c1ccc(/C=C2\CCC/C(=C\c3ccccc3)C2=O)cc1	-19	x	91*	-6	0	0.5%	20	6	-5
O=[N+]([O-])c1cccc(-c2nnc3ccccn23)c1	7	-5	3	13	3	23%	-0.5	-8	0
COc1ccc(Cl)cc1NC(=O)NCCCl	2	-9	1	12	-2	-0.6%	-0.5	0	6
CCOc1ccc(-n2c(=O)c3c(C)c(C)sc3n(CC(=O)C(C)(C)C)c2=O)cc1	1	-3	6	-1	-2	0.8%	-1.2	x	10
COc1cccc(/C=N/Nc2cc(C)nc(-c3ccccc3O)n2)c1O	3	-28	2	14	-5	-0.1%	0.8	-45	1
COCCNC(=O)Cn1cnc2sc(C)c(S(=O)(=O)N3CCC(C)CC3)c2c1=O	-11	-9	4	-8	1	-1.3%	0.6	-37	4
O=C(NCCNc1nccc(C(F)(F)F)n1)c1cccs1	6	-2	1	-3	-5	5.1%	0.3	8	-2
CCC(C)(C)NC(=O)C(c1ccc(C)o1)N(Cc1ccc2c(c1)OCO2)C(=O)c1snc(C(N)=O)c1N (configuration not stated)	-1	3	2	x	-4	5.1%	1.3	-32	5
CCN1CCN(S(=O)(=O)c2ccc(OC)c(NC(=O)c3ccccc3F)c2)CC1	6	-9	2	11	-1	-2.3%	-0.1	0	-7
O=C(NCCCN1CCOCC1)C(=O)NCC1OCCN1S(=O)(=O)c1cc(F)ccc1F (configuration not stated)	-4	1	1	-4	6	1.4%	1.1	8	2
O=C(NNC(=S)Nc1ccccc1)Nc1ccccc1	3	-7	1	13	-6	-1.8%	1.0	-4	3
Cc1ccc(S(=O)(=O)Nc2ccc(Cl)cc2C(=O)c2ccccc2)cc1	2	4	5	12	4	2.8%	-0.1	-6	-2
O=c1cc(-c2ccccc2)[nH]c2ccc(F)cc12	16	x	-2	8	-7	4.4%	-1.6	-32	13
O=C(NNC(=S)Nc1ccccc1)c1ccncc1	7	x	3	31*	2	1.5%	0.2	-21	13
CCn1cc(CNC(=O)c2cc(-c3ccc(C)c(C)c3)nc3ccccc23)c(C)n1	-27	x	14	8	-9	7.8%	x	x	23
Cc1ccccc1C(=O)OCc1cc(=O)n2nc(-c3cccs3)sc2n1	1	x	3	16	-2	-0.5%	x	x	1
NC(=O)CC(NC(=O)c1ccccc1)c1ccc(NC2CCCCCCC2)c([N+](=O)[O-])c1 (configuration not stated)	1	x	2	-12	10	-0.9%	-0.1	-32	7
CCOC(=O)c1ncn2c1C(=O)OC2(C)C	17	8	2	-5	-3	-0.3%	1.1	-4	7
O=C(O)C1CCCCC1C(=O)Nc1ccccn1 (configuration not stated)	8	3	2	-8	-3	1.6%	0.6	41*	4
O=C(Cn1cc(C(F)(F)F)ccc1=O)N/N=C/c1ccc(O)cc1	16	16	1	0	4	4.9%	0.0	-2	-1
Nc1nc(SCc2ccccc2Cl)ns1	-1	6	0	-9	-4	-1.0%	-0.1	8	-2
COc1ccc(NC(=O)c2ccc(NC(=O)CSc3nc(N)cc(=O)[nH]3)cc2)cc1	-45*	-3	2	4	-2	0.1%	1.3	2	4

D1 antagonist, what is marked active above
Molecule	D1 antagonist	RXFP1 antag	D1 agonist	D2 potentiator	D1 potentiator	RXFP1 agonist	D2 antagonist	TRHR enhancer
COc1ccc(NC(=O)c2ccc(NC(=O)CSc3nc(N)cc(=O)[nH]3)cc2)cc1	-45*	-3	2	4	-2	0.1%	2	4

Of the compounds above, these have an aryl methoxy group:
SMILES	D1 antagonist	RXFP1 antag	D1 agonist	D2 potentiator	D1 potentiator	RXFP1 agonist	D2 agonist	D2 antagonist	TRHR enhancer
COc1ccc(-c2cn(CCC(=O)O)c(C)n2)cc1	-29	x	0	9	-2	-0.4%	0.2	5	-4
COc1ccc2c(CC(=O)N3CCc4cc(OC)c(OC)cc4C3)coc2c1	1	-3	2	18	-6	5.4%	-0.5	-31	0
COc1ccc(/C=C/C(O)=C2/C(=O)N(C)C3(C)CC2c2ccccc2O3)cc1 (configuration not stated)	6	0	2	-4	-5	-0.9%	0.5	-5	-12
COc1ccc(-c2nn(-c3ccccc3)cc2/C=N/NC(=O)c2ccc(Br)o2)cc1	-1	2	3	-3	-5	3.6%	-0.3	30	-7
CCc1nnc(NC(=O)C2(C)COC(c3ccc(OC)cc3)OC2)s1 (configuration not stated)	-3	-16	2	12	-9	5.1%	-1.3	-2	1
COc1ccc2nc(NC(=O)CCn3cccc3)sc2c1	-10	x	1	1	1	-0.3%	-0.3	-7	11
COc1cc(CNn2cnnc2)ccc1OCC(=O)NC1CCCCC1	-1	-8	1	-2	-2	-0.6%	1.2	2	-7
COc1ccc(CCc2nc(-c3ccc(-n4cccc4)cc3)no2)cc1	-24	-8	7	-13	-3	1.0%	-0.5	-11	9
CCc1ccccc1NC(=O)Nc1cc(C(=O)NCc2ccc(OC)cc2)ccc1N1CCCC1	-9	5	3	6	0	u	x	x	3
COc1ccccc1NC(=O)CN1CCN(c2ccccc2F)CC1	6	2	2	0	7	0.7%	-0.7	0	-8
COc1ccc(Cl)cc1NC(=O)NCCCl	2	-9	1	12	-2	-0.6%	-0.5	0	6
COc1cccc(/C=N/Nc2cc(C)nc(-c3ccccc3O)n2)c1O	3	-28	2	14	-5	-0.1%	0.8	-45	1
CCN1CCN(S(=O)(=O)c2ccc(OC)c(NC(=O)c3ccccc3F)c2)CC1	6	-9	2	11	-1	-2.3%	-0.1	0	-7
COc1ccc(NC(=O)c2ccc(NC(=O)CSc3nc(N)cc(=O)[nH]3)cc2)cc1	-45*	-3	2	4	-2	0.1%	1.3	2	4
